# Compound activity as filed in PubChem BioAssay.
# PfM18AAP inh: PfM18AAP enzyme inhibition. recombinant PfM18AAP, H-Glu-NHMec fluorogenic cleavage. inhibition, % at 7.35 µM. 290,000 tested, 1.2% active. AID 1822;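 active = inhibition above the campaign mean inhibition over all tested compounds plus 3 SD, cut at about 28% in these data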;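 note: 0% = plate median of test compound wells and 100% = 2 mM ZnCl2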
# GPR7 antagonist: blocks human GPR7 receptor signaling | inhibition, % at 4.4 µM | P48145 | GPR7-expressing cells, fluorescence antagonist assay | 290,000 tested, 1.1% active; in the data active = inhibition above about 16%, passing the limit was not always enough;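 note: cells stimulated with the agonist NPW; 0% = agonist with vehicle and 100% = vehicle without agonist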
# NALP1 yeast inh: blocks the NALP1 inflammasome reconstituted in yeast. S. cerevisiae NALP1/ASC/caspase-1 growth, X-gal OD620, 72 h. inhibition, % at 10 µM. 280,000 tested, 0.61% active; in the data active = inhibition mostly above about 24%, no sharp cut-off; inactive = mostly below about 32%; note: some compounds called inactive have numbers as strong as hits
# VIM-2 inhibitor: inhibitors of Pseudomonas aeruginosa VIM-2 metallo-beta-lactamase; 290,000 tested, 0.89% active; purified VIM-2, nitrocefin hydrolysis, epi-absorbance fluorescence; inhibition, % at 5.6 µM;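 active = inhibition above the mean of all tested compounds plus 3 SD, cutoff set per screening run, cut at about 7.5% in these data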;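 note: red hydrolysis product quenches plate fluorescence so inhibitors raise well fluorescence; 0% = enzyme with DMSO and 100% = DMSO without enzyme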
# IDE cell activ: activators of human insulin-degrading enzyme in cells. P14735. HEK cells, FAbeta-B cleavage, fluorescence polarization; 0% vehicle, 100% cell-free pure enzyme wells. activation, % at 5.96 µM. 340,000 tested, 0.073% active;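 active = activation above the mean of all tested compounds plus 3 SD, set per screening campaign, cut at about 17% in these data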
# Target sequence (P14735 whole entry, looked up): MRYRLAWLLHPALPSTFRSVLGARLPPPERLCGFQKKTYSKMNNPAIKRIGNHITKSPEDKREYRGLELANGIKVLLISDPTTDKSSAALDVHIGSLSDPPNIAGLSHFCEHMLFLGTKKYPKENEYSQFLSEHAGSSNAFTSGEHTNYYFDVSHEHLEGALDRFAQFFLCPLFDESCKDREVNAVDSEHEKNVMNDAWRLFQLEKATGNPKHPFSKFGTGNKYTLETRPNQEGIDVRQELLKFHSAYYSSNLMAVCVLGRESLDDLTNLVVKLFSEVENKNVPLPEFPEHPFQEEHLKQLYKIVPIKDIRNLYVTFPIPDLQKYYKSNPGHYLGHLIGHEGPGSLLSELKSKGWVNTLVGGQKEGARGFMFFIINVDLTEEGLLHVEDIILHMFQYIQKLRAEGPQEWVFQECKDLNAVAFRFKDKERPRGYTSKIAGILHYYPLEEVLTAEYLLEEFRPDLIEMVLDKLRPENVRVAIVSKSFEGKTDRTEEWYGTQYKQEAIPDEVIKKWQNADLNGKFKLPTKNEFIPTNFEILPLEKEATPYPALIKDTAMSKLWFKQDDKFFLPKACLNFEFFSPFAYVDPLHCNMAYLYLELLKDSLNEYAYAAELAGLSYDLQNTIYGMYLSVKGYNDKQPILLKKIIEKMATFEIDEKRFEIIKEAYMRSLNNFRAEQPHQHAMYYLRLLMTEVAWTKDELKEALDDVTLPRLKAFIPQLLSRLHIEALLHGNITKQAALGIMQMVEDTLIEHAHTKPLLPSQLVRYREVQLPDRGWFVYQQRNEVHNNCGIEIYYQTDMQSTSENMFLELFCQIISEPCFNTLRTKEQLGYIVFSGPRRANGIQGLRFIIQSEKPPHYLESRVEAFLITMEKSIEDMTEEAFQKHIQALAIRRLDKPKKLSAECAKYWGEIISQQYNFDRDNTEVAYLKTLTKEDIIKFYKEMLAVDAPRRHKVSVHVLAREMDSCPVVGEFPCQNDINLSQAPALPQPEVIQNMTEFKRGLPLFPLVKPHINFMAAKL
# IDE inh: inhibitors of human insulin-degrading enzyme in cells | P14735 | HEK cells, FAbetaB cleavage, fluorescence polarization | inhibition, % at 5.59 µM | 320,000 tested, 0.41% active;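 active = percent inhibition above the average of all tested compounds plus 3 SD, set per screening campaign, cut at about 16% in these data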;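 note: IDE supplied by intact live HEK cells; FP after avidin binding of uncleaved biotin substrate so inhibition keeps polarization high; 0% = DMSO wells and 100% = 60 µM reference IDE inhibitor Ii1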
# p-CIP stab down: lowers stability of the mouse p/CIP coactivator protein; decrease of EGFP signal, % at 10 µM; Q05BA5; F442A p/CIP-EGFP cells, EGFP fluorescence, 16 h; 290,000 tested, 0.01% active; AID 1984;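 active = EGFP signal decrease of at least 30% at 10 µM or well 3 SD below plate mean, unless failing retest; inactive = the rest, including hits failing retest or dose response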; note: some compounds called inactive have numbers as strong as hits; many of its hits are not listed in these tables
# IMP-1 inhibitor: blocks Pseudomonas aeruginosa IMP-1 metallo-beta-lactamase; 290,000 tested, 0.45% active; inhibition, % at 5.6 µM; purified IMP-1, nitrocefin hydrolysis, epi-absorbance fluorescence;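 active = inhibition above the mean plus 3 SD of all compounds in the same screening run, cut at about 4.5% in these data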;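 note: 0% = IMP-1 with DMSO and 100% = DMSO wells lacking enzyme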
#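 System – purified recombinant IMP-1 beta-lactamase · Input – IMP-1 dispensed at 0.2 nM · Timing – 15 min preincubation plus 25 min reaction at 25 °C · Signal – Epi-absorbance fluorescence, 480 nm excitation, 530 nm emission · Measure – percent IMP-1 inhibition derived from blank-referenced optical density · Controls – Enzyme-plus-DMSO low control, enzyme-free DMSO high control · Replication – singlicate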
# PHOSPHO1 inh: inhibitors of human PHOSPHO1 phosphatase; recombinant PHOSPHO1, absorbance phosphatase assay; Q8TCT1; 290,000 tested, 1.1% active; inhibition, % at 13.3 µM; AID 1565; in the data active = inhibition above about 60%
# An asterisk follows results filed as active; / = no result given.
# Under each structure – IMP-1 inhibitor	PHOSPHO1 inh	IDE cell activ	PfM18AAP inh	IDE inh	VIM-2 inhibitor	GPR7 antagonist	p-CIP stab down	NALP1 yeast inh
Cc1ccc(CN(C(=O)COc2cccc(C)c2C)C2CCS(=O)(=O)C2)o1 (stereo unspecified)
    -3.4	41	-2	1	0	-2.3	-1	10	7
COc1cc(C=O)ccc1OCC(=O)Nc1ccc2c(c1)OCO2
    -1.6	48	6	3	0	-2.8	0	2	19
Cc1ccc(NC(=O)c2ccco2)c(NC(=O)COc2ccccc2)c1
    -1.7	54	-1	0	-1	-1.2	-7	-10	16
CCOc1ccc(N(C(=O)c2ccc3c(c2)OCO3)C2C=CS(=O)(=O)C2)cc1 (stereo unspecified)
    -2.9	38	-3	7	3	-2.0	0	-4	6
O=C(CN1CCN(c2nc(-c3ccc(F)cc3)cs2)CC1)Nc1ccc2c(c1)OCO2
    -2.8	21	-3	13	2	-4.9	-9	6	8
COc1ccc(NC(=O)c2nc[nH]c2C(=O)N[C@@H](C)C(=O)OC(C)(C)C)cc1
    /	6	2	/	5	/	/	1	/
COc1ccc(CN(C(=O)c2cnccn2)C(C(=O)NC(C)(C)C)c2cc(OC)c(OC)c(OC)c2)cc1 (stereo unspecified)
    -0.1	-10	6	-12	2	-0.1	-2	-2	-3
CCOc1ccccc1-c1cc(C(=O)Nc2ccc(C(=O)O)cc2)c2ccccc2n1
    -3.5	15	-1	0	2	-3.6	-8	-13	14
CCCCCCC(O)(c1ccc(OC)cc1)C(CN1CCOCC1)c1ccccc1 (stereo unspecified)
    -2.1	50	4	-1	/	-2.1	-18	-1	40
NS(=O)(=O)c1cccc(NC(=O)c2cccnc2Oc2ccccc2)c1
    -1.1	-19	0	-6	-9	-1.0	-18	-9	5
O=C(Cc1ccccc1)Nc1nc(-c2ccc(F)c(F)c2)cs1
    -2.4	32	1	-2	0	-0.9	2	0	4
Cn1c(N)c(C(=O)COC(=O)[C@H](Cc2ccccc2)N2C(=O)c3ccccc3C2=O)c(=O)n(C)c1=O
    -0.6	-2	4	-7	6	0.4	-3	2	24
CN(C(=O)CSc1nnn(C)n1)c1ccccc1
    -2.8	33	1	-2	6	-3.2	-1	-5	-3
Cc1ccc(C)c(S(=O)(=O)NC(CCC(N)=O)C(=O)O)c1 (stereo unspecified)
    2.0	-2	-2	8	-2	-2.5	-2	-7	17
O=S(=O)(Nc1ncccn1)c1ccc(Cl)cc1
    -0.6	20	2	4	1	0.2	-3	0	12
c1ccc(Cc2noc(CN3CCCC(CN4CCOCC4)C3)n2)cc1 (stereo unspecified)
    -1.2	-7	0	-6	4	-2.6	2	-1	1
CCCC1=Nc2cc(C(=O)NCCN3CCOCC3)ccc2Sc2ccccc21
    -3.5	7	3	4	4	-2.3	0	-10	6
Cn1c(=O)oc2cc(S(=O)(=O)NCCC(=O)NCc3ccccc3Cl)ccc21
    -1.6	75*	6	5	7	-5.5	6	2	-21
COc1ccc2c(c1)CC/C(=C/c1ccccn1)C2=O
    -2.0	26	-1	-7	4	1.7	2	3	20
CN1/C(=C\C(=O)COC(=O)CNC(=O)c2ccc3ccccc3c2)C(C)(C)c2ccccc21
    -3.3	-7	-3	3	4	-1.6	-18	-14	28
O=C(c1ccc(Cl)c([N+](=O)[O-])c1)N1CCCc2ccccc21
    -1.6	/	2	2	4	0.7	-8	-16	3
CSc1ccccc1NC(=O)c1ccc(Cl)s1
    -0.1	10	3	-4	3	-0.8	-8	-17	-39
O=C(Oc1cccc(NC(=O)c2ccccc2Cl)c1)c1ccc([N+](=O)[O-])cc1
    -2.1	27	-1	-15	5	-1.0	35*	-5	8
CCCCCCCCNC(=O)c1ccc(C)cc1
    -3.8	16	/	-7	-4	-3.3	-1	-5	6
N=c1c(C(=O)NC2CCCC2)cc2c(=O)n3ccccc3nc2n1CCN1CCOCC1
    -1.5	7	3	4	1	0.9	-6	-4	8
CCCCCC(NC(=O)C1CCN(C(=O)[C@@H](NS(=O)(=O)c2ccc(C)cc2)C(C)C)CC1)C(=O)O (stereo partly specified)
    -4.0	29	-4	3	0	-2.7	-3	-7	0
O=c1c2cnn(-c3ccccc3)c2nc(-c2cccs2)n1-c1ccc(Br)cc1
    -2.2	2	-1	0	1	-1.6	-16	4	-35
Cc1onc(-c2ccccc2Cl)c1C(=O)Nc1nnc(C(C)C)s1
    -3.1	1	2	1	1	1.9	6	10	/
COc1ccc(/C=C2\CC/C(=C\c3ccc(OC)cc3OC)C2=O)c(OC)c1
    -2.0	26	-8	-4	2	-5.6	9	-4	-8
Cc1cnc(C(=O)OCC(=O)Nc2oc(-c3ccccc3)c(-c3ccccc3)c2C#N)cn1
    -2.8	3	-1	8	-4	-2.7	9	-2	4
CCOc1ccc(NS(=O)(=O)c2c(C)nc3sccn3c2=O)cc1
    -0.6	-11	5	2	-1	-4.2	-6	-12	7
COc1ccc(NC(=O)CCC(=O)N2CCCC2)c([N+](=O)[O-])c1
    -3.6	58	6	-4	0	-4.4	-18	-4	15
COc1ccc(NC(=O)Nc2ccc3c(c2)N(C)C(=O)CS3)cc1OC
    -2.3	2	0	-2	-2	-0.6	-1	12	2
CC(=O)Nc1nnc(SCc2cccc(F)c2)s1
    -0.9	36	-1	-2	3	-0.5	-6	5	12
O=[N+]([O-])c1ccccc1S(=O)(=O)NCCC1=CCCCC1
    -6.6	-5	-3	-7	-2	-1.6	-7	-7	24
CC(C)NC(=O)COC(=O)C1CSC2(c3ccc(Br)cc3)CCC(=O)N12 (stereo unspecified)
    -1.6	-26	4	3	7	-0.8	-3	4	4
CSc1nc2ccc(S(N)(=O)=O)cc2s1
    -1.6	2	6	-1	-4	-2.0	-15	-2	27
O=C(CCNS(=O)(=O)c1ccc(Cl)cc1)NCc1ccccn1
    -3.3	17	6	6	-2	-3.8	-9	-1	14
COc1ccc(C2=NN(C(=O)c3ccccc3)C(c3ccc(OC)c(OC)c3)C2)c(OC(C)=O)c1 (stereo unspecified)
    -3.0	/	-3	3	2	-3.5	-10	-15	2
Cc1ccc(NC(=O)CSc2nnc(-c3ccccn3)n2C)cc1
    -3.8	21	0	4	12	-5.5	-10	5	-8
C/C=C/C(=O)Nc1cccc(C2=NOC3(C2)C[C@@H](C(N)=O)N(C(=O)/C(C)=C/C)C3)c1 (stereo partly specified)
    /	26	2	/	6	/	/	-11	19
O=C(NCC(c1cccnc1)N1CCN(c2ccc(F)cc2)CC1)c1ccccc1 (stereo unspecified)
    -3.9	38	1	1	5	-2.2	1	-13	12
CCOc1ccc(-n2c(SCc3nc(-c4cccs4)no3)nnc2-c2ccncc2)cc1
    -5.0	24	-4	2	-4	-0.9	18*	5	1
Fc1ccccc1SCc1nnc(-c2ccccc2Br)o1
    -1.4	-10	-3	2	2	-4.1	-11	3	-10
O=C(/C=C/c1ccco1)N(Cc1ccccc1F)C1CCS(=O)(=O)C1 (stereo unspecified)
    -1.5	34	-2	-10	6	-2.7	4	-1	-8
CC(=O)NC(C)CCc1ccccc1 (stereo unspecified)
    -4.2	-1	-2	-3	6	-4.0	-3	-10	-1
COc1ccc(CNC(=O)COC(=O)CCOc2ccccc2)cc1
    -4.5	-18	0	-6	-2	1.0	0	2	22
CC(C)NC(=S)N/N=C1\CCCCc2ccccc21
    1.2	-6	1	-8	-3	0.2	-16	-2	-18
Cc1csc2c(=O)[nH]cnc12
    -1.4	28	2	-19	2	-0.1	-3	4	2
CCOc1cccc(C(=O)NC(=S)Nc2ccc3c(c2)OCCO3)c1
    -3.0	9	-2	1	-4	-3.9	0	-3	32
COC(=O)c1cc(COC(=O)c2ccc3ccccc3n2)oc1C
    -0.5	-3	-1	-12	-2	1.3	19	-31	15
COc1cc(/C=N/NC(=S)NCCN2CCOCC2)cc(OC)c1O
    -5.1	-20	9	13	1	0.4	-11	-25	12
O=C(CSc1ncn[nH]1)NCc1ccccc1Cl
    -1.9	-2	3	29*	3	1.1	-11	-4	24
COc1ccccc1N1CCN(C(=O)C(C)NC(=O)c2cccc([N+](=O)[O-])c2)CC1 (stereo unspecified)
    -2.2	-74	6	-3	-1	-1.0	-11	1	13
Cc1cc(C)cc(N(CCC(=O)O)S(=O)(=O)c2ccc(Cl)cc2)c1
    -2.4	4	1	-5	-1	-4.5	-6	-4	28
Cc1cccc(NC(=O)Cc2ccc(NC3=NC4CS(=O)(=O)CC4S3)cc2)c1 (stereo unspecified)
    -5.2	12	-19	-3	11	-2.2	-5	-4	4
Cc1ccc2[nH]c(=O)c(CN(CCCN(C)C)C(=O)Nc3cccc(Cl)c3)cc2c1
    -6.6	19	2	-10	9	-1.8	11	4	-6
O=C(Nc1ccc(F)cc1)N1CCN(c2ccc3nnc(-c4ccc(F)cc4)n3n2)CC1
    -2.3	35	-4	5	1	3.3	0	-14	-9
O=C(Nc1ccc(S(=O)(=O)N2CCOCC2)cc1)c1ccc(CN2CCc3ccccc3C2)cc1
    -0.1	38	/	-10	-3	-5.2	9	-25	2
NS(=O)(=O)c1ccc(CCNC(=S)NC2CCCC2)cc1
    -2.8	41	4	1	5	-3.8	-3	-12	4

# Continued:
# Under each structure – IMP-1 inhibitor	PHOSPHO1 inh	IDE cell activ	PfM18AAP inh	IDE inh	VIM-2 inhibitor	GPR7 antagonist	p-CIP stab down	NALP1 yeast inh
CCN=C1SC(C(=O)Nc2ccc(OC)cc2)CC(=O)N1CC (stereo unspecified)
    -2.4	7	7	-2	-6	-2.0	-16	8	-2
CC(C)Sc1nc2c(c(=O)[nH]c(=O)n2C)n1Cc1ccc(Cl)cc1
    -4.5	84*	-1	4	3	-3.1	-21	-3	-14
Cc1ccc(C2=NN(C(=O)CSc3nccn3C)C(c3ccco3)C2)cc1 (stereo unspecified)
    -0.8	31	-2	5	-3	0.9	-13	-4	12
Cc1cc(=O)oc2c(C)c(OC(C)C(=O)NCCCN3CCCC3=O)ccc12 (stereo unspecified)
    -2.6	26	0	-2	1	-0.3	-10	-2	11
c1ccc(OCCOCCN2CCc3ccccc3C2)cc1
    -0.8	1	4	-1	7	1.3	-4	3	21
COc1ccc(C(=O)CSc2nn3c(=O)c(C(C)(C)C)nnc3s2)cc1
    -2.1	-7	-2	-5	-1	-3.7	2	-10	17
Cc1ccc(OCCCN2C(=O)C(=O)c3cccc(C)c32)cc1
    -3.5	30	-4	7	4	-1.0	6	14	-2
CC(=O)c1ccccc1OCCn1nnc(-c2ccc(C)cc2)n1
    -1.3	-1	1	0	2	-1.9	6	13	18
Cc1ccc2c(=O)[nH]c(Nc3nc(C)cc(-c4ccccc4)n3)nc2c1
    0.6	34	2	-2	0	0.2	-22	-13	6
Cc1csc2nc(CNS(=O)(=O)c3ccc4c(c3)OCCO4)cn12
    -2.0	8	7	-9	3	0.1	-1	-10	/
O=S(=O)(N1CCCCCC1)N1CCN(S(=O)(=O)N2CCOCC2)CC1
    -5.6	6	1	3	8	-2.2	-16	-4	/
